High-throughput results: PubChem, Sanford-Burnham Center for Chemical Genomics
APJ antagonist: antagonists of human APJ apelin receptor | 0.32% of 330,000 active | P35414 | inhibition, % at 20 µM | CHO-K1 APJ beta-arrestin complementation, luminescence;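 active means inhibition above about 40% at 20 µM, limit read from the data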;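 further: cells challenged with 10 nM apelin-13 agonist together with compound; plate controls were apelin-13 plus DMSO wells for no effect and DMSO wells lacking apelin-13 for full effect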
697 NFkB inh: inhibitors of the PMA/ionomycin-induced NF-kB reporter in 697 B cells; inhibition, % at 4 µM; 0.33% of 330,000 active; 697 B-cell NF-kB luciferase reporter, 16 h; in the data active means inhibition above about 35%
EBI2 block: blocks human EBI2 receptor beta-arrestin signaling. EBI2 beta-arrestin recruitment, luminescence, 7a,25-OHC stimulated. inhibition, % at 5 µM. 0.81% of 360,000 active. AID 651636; in the data active means inhibition above about 38%;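 further: enzyme fragment complementation signal reports receptor beta-arrestin coupling in cells; 0% = agonist plus DMSO wells and 100% = wells without agonist; some results beyond the cut were filed as inactive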
Target sequence (P32249 whole entry, looked up, the tested form may be a part): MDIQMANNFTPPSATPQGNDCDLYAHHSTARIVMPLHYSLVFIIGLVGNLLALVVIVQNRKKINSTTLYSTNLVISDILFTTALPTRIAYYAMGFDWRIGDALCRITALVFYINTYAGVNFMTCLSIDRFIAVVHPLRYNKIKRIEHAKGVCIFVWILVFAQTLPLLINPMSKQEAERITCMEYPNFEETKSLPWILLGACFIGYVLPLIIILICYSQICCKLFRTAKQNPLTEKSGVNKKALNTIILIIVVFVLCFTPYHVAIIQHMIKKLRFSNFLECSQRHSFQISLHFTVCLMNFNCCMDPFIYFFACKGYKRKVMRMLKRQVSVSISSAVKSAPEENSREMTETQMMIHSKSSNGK
CXCR6 inh: blocks human CXCR6 beta-arrestin recruitment; CHO-K1 PathHunter CXCR6 beta-arrestin, luminescence; inhibition, % at 20 µM; 0.36% of 360,000 active; AID 602244; in the data active means inhibition above about 34%, passing the limit was not always enough;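 further: antagonist mode with CXCL16 agonist at 10 nM final; 0% = 10 nM CXCL16 with DMSO and 100% = unstimulated wells without agonist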
Target sequence (O00574 whole entry, looked up): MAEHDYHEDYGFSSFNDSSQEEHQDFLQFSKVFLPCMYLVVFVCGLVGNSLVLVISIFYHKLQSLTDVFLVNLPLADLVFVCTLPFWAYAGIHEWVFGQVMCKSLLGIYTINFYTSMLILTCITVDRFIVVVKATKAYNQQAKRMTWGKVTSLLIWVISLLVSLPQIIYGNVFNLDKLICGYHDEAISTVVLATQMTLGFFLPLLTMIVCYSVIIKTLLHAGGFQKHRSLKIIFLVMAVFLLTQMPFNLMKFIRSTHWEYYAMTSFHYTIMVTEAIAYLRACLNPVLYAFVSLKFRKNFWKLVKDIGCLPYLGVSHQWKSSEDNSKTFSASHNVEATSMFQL
CCR6 antag: antagonists of human CCR6 receptor; P51684; 0.49% of 340,000 active; inhibition, % at 20 µM; CHO-K1 CCR6 PathHunter beta-arrestin, luminescence, CCL20-stimulated;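 active means compounds whose inhibition of the agonist-driven luminescence signal at 20 µM reaches about 50%, limit read from the data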;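 further: cells stimulated with CCL20 at 14 nM final; plate controls were DMSO with CCL20 for no effect and DMSO without agonist for full effect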
UBC13 polyUb: blocks human UBC13 polyubiquitin chain formation; TR-FRET; inhibition, % at 20 µM; 0.47% of 330,000 active; in the data active means inhibition above about 45%, passing the limit was not always enough
Target sequence (P61088 whole entry, looked up): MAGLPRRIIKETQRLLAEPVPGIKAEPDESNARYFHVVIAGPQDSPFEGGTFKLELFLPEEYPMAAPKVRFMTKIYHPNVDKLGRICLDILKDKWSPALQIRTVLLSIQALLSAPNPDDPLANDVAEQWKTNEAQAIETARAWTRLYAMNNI
Gli-Sufu block: antagonists of Gli-Sufu signaling. AID 588413. Sufu-KO-LIGHT fibroblasts, Gli luciferase reporter luminescence. 0.74% of 340,000 active. inhibition, % at 5 µM;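 active means inhibition above about 55%, limit read from the data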;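 further: 0% = DMSO-treated cells and 100% = wells with medium but no cells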
Jurkat NFkB inh: inhibitors of the PMA/ionomycin-induced NF-kB reporter in Jurkat cells. PMA/ionomycin-induced NF-kB luciferase reporter, luminescence. inhibition, % at 4 µM. 0.53% of 330,000 active; in the data active means inhibition above about 50%
The depositor's hits bear a star.

For C/C(=N\O)C(=O)NCC1CCNCC1 the results were APJ antagonist 16, 697 NFkB inh 13, EBI2 block -7, CXCR6 inh -4, CCR6 antag -13, UBC13 polyUb 4, Gli-Sufu block 4 and Jurkat NFkB inh 13.
`O=C(NC(=S)Nc1c(F)cc(F)cc1Br)c1ccc2c(c1)OCCO2` gave APJ antagonist 11, 697 NFkB inh -42, EBI2 block 18, CXCR6 inh 6, CCR6 antag 28, UBC13 polyUb -2, Gli-Sufu block -29 and Jurkat NFkB inh -25.
For Cc1cccc(NC(=O)COC(=O)CCCC2=NS(=O)(=O)c3ccccc3N2)c1 the results were APJ antagonist -5, 697 NFkB inh 2, EBI2 block 6, CXCR6 inh 4, CCR6 antag -7, UBC13 polyUb 2, Gli-Sufu block 17 and Jurkat NFkB inh 21.
CC1(C)CC(=O)C(N=Nc2ccc(Cl)cc2)=C(O)C1 was read as APJ antagonist -3, 697 NFkB inh 22, EBI2 block 7, CXCR6 inh 10, CCR6 antag 10, UBC13 polyUb 0, Gli-Sufu block 23 and Jurkat NFkB inh -4.
For CCOc1cccc2cc(C(=O)N3CCN(C/C=C/c4ccccc4)CC3)c(=O)oc12 the results were APJ antagonist 9, 697 NFkB inh 9, EBI2 block 7, CXCR6 inh -2, CCR6 antag -8, UBC13 polyUb 23, Gli-Sufu block 1 and Jurkat NFkB inh 13.
Screening COc1cc(C(=O)OCC(=O)Nc2c(F)c(F)c(F)c(F)c2F)cc(OC)c1OC returned APJ antagonist -19, 697 NFkB inh 6, EBI2 block -4, CXCR6 inh -4, CCR6 antag -8, UBC13 polyUb 4, Gli-Sufu block -8 and Jurkat NFkB inh -7.
O=C(NCc1ccc2c(c1)OCO2)C1CCN(S(=O)(=O)c2cccs2)CC1 was read as APJ antagonist -5, 697 NFkB inh 10, EBI2 block 10, CXCR6 inh -3, CCR6 antag 5, UBC13 polyUb 1, Gli-Sufu block 0 and Jurkat NFkB inh -14.
`Cc1c(NC(=O)c2cc(-c3ccco3)on2)c(=O)n(-c2ccccc2)n1C` gave APJ antagonist 0, 697 NFkB inh 14, EBI2 block -11, CXCR6 inh 0, CCR6 antag -4, UBC13 polyUb 1, Gli-Sufu block 1 and Jurkat NFkB inh 18.
Screening COCCn1c(SCC(=O)NC2CC2)nc2ccccc21 returned APJ antagonist 3, 697 NFkB inh -5, EBI2 block -10, CXCR6 inh 1, CCR6 antag 4, UBC13 polyUb -4, Gli-Sufu block -2 and Jurkat NFkB inh -3.
`C=CCc1cc(/C=C/c2nc(O)c([N+](=O)[O-])c(=O)[nH]2)cc(OC)c1O` gave APJ antagonist 0, 697 NFkB inh -5, EBI2 block 4, CXCR6 inh 16, CCR6 antag 5, UBC13 polyUb -29, Gli-Sufu block 0 and Jurkat NFkB inh -1.
`CC1CN(C(NC(=O)C(C)(C)C)C(Cl)(Cl)Cl)CC(C)O1` (stereo unspecified) gave APJ antagonist 20, 697 NFkB inh 0, EBI2 block 4, CXCR6 inh 1, CCR6 antag 2, UBC13 polyUb -4, Gli-Sufu block -2 and Jurkat NFkB inh -4.
CC(=O)c1ccc(NC(=O)COc2ccccc2C(=O)Nc2ccccc2)cc1 was read as APJ antagonist -44, 697 NFkB inh -2, EBI2 block 21, CXCR6 inh 7, CCR6 antag 4, UBC13 polyUb 16, Gli-Sufu block -9 and Jurkat NFkB inh -4.
Screening O=[n+]1c2c(n([O-])c3cc(F)c(N4CCCC4)cc31)CCC2 returned APJ antagonist -7, 697 NFkB inh -21, EBI2 block -6, CXCR6 inh 6, CCR6 antag 5, UBC13 polyUb -163, Gli-Sufu block 11 and Jurkat NFkB inh 3.
Screening COc1ccc(NC(=O)C2CCCN(c3cc(C)nc4ncnn34)C2)cc1 (stereo unspecified) returned APJ antagonist 13, 697 NFkB inh 1, EBI2 block 5, CXCR6 inh -7, CCR6 antag 0, UBC13 polyUb -6, Gli-Sufu block 4 and Jurkat NFkB inh 4.
For CCCN(CCC)CCCNC(=O)c1cn(CCOC)c(=O)c2c1c1ccccc1n2C the results were APJ antagonist 2, 697 NFkB inh 18, EBI2 block -4, CXCR6 inh -2, CCR6 antag 15, UBC13 polyUb 24, Gli-Sufu block 12 and Jurkat NFkB inh 1.
For O=C(Nc1cccc(C(F)(F)F)c1)c1csc(-c2ccncc2)n1 the results were APJ antagonist -17, 697 NFkB inh 3, EBI2 block 5, CXCR6 inh -10, CCR6 antag 7, UBC13 polyUb -2, Gli-Sufu block 14 and Jurkat NFkB inh 0.
Cc1cccc(NC(=O)CSc2nccn2Cc2ccco2)c1C was read as APJ antagonist -3, 697 NFkB inh -13, EBI2 block 2, CXCR6 inh -6, CCR6 antag 8, UBC13 polyUb 3, Gli-Sufu block -1 and Jurkat NFkB inh -2.
COc1ccc(CCC(=O)NCCOc2ccc(Cl)cc2)cc1 was read as APJ antagonist -38, 697 NFkB inh 10, EBI2 block 21, CXCR6 inh 4, CCR6 antag 12, UBC13 polyUb 6, Gli-Sufu block -4 and Jurkat NFkB inh -24.
O=C1NC(C(=O)O)=CC(c2cccc(Cl)c2Cl)N1 (stereo unspecified) was read as APJ antagonist 0, 697 NFkB inh -11, EBI2 block 3, CXCR6 inh 6, CCR6 antag 8, UBC13 polyUb -14, Gli-Sufu block -2 and Jurkat NFkB inh -8.
Screening CCN(C(=O)CSc1nnc(-c2ccccc2Cl)n1C1CCCC1)C1CCS(=O)(=O)C1 (stereo unspecified) returned APJ antagonist 20, 697 NFkB inh 14, EBI2 block 2, CXCR6 inh 3, CCR6 antag -10, UBC13 polyUb 4, Gli-Sufu block 0 and Jurkat NFkB inh -9.

Of the compounds above, these have two or more sulfur atoms:
O=C(NCc1ccc2c(c1)OCO2)C1CCN(S(=O)(=O)c2cccs2)CC1 was read as APJ antagonist -5, 697 NFkB inh 10, EBI2 block 10, CXCR6 inh -3, CCR6 antag 5, UBC13 polyUb 1, Gli-Sufu block 0 and Jurkat NFkB inh -14.
Screening CCN(C(=O)CSc1nnc(-c2ccccc2Cl)n1C1CCCC1)C1CCS(=O)(=O)C1 (stereo unspecified) returned APJ antagonist 20, 697 NFkB inh 14, EBI2 block 2, CXCR6 inh 3, CCR6 antag -10, UBC13 polyUb 4, Gli-Sufu block 0 and Jurkat NFkB inh -9.

Further results
Screening O=C(Nc1ccc2c(c1)OCCO2)c1cc(-n2cnnc2)ccc1Cl returned APJ antagonist -23, 697 NFkB inh 4, EBI2 block -2, CXCR6 inh -4, CCR6 antag 5, UBC13 polyUb -2, Gli-Sufu block 5 and Jurkat NFkB inh -13.
Screening CCOc1cc(C(=O)OCc2cc(=O)n3c(C)csc3n2)ccc1OC returned APJ antagonist 0, 697 NFkB inh 23, EBI2 block -5, CXCR6 inh -10, CCR6 antag 7, UBC13 polyUb 20, Gli-Sufu block -1 and Jurkat NFkB inh -48.
O=C(CSc1ncn[nH]1)Nc1ccccc1Sc1ccc(Cl)cc1 was read as APJ antagonist 15, 697 NFkB inh 7, EBI2 block -17, CXCR6 inh 9, CCR6 antag -1, UBC13 polyUb 4, Gli-Sufu block 3 and Jurkat NFkB inh 13.
For COc1cc(NC(=O)CCNC(=O)Cn2ccc3ccccc3c2=O)cc(OC)c1OC the results were APJ antagonist 5, 697 NFkB inh 0, EBI2 block -2, CXCR6 inh 8, CCR6 antag 5, UBC13 polyUb 1, Gli-Sufu block -27 and Jurkat NFkB inh -18.
CC(C)(C)OC(=O)COc1cc(OCC(=O)OC(C)(C)C)c2c(=O)cc(-c3ccccc3)oc2c1 was read as APJ antagonist -5, 697 NFkB inh 17, EBI2 block 34, CXCR6 inh 20, CCR6 antag 14, UBC13 polyUb -3, Gli-Sufu block 16 and Jurkat NFkB inh 17.
`Cc1ccccc1C1c2[nH]c3ccccc3c2C[C@H]2C(=O)N(C3CC3)CC(=O)N12` (stereo partly specified) gave APJ antagonist 17, 697 NFkB inh -7, EBI2 block 8, CXCR6 inh -5, CCR6 antag 1, UBC13 polyUb -5, Gli-Sufu block 17 and Jurkat NFkB inh -14.
CC(C)(C)NC(=O)c1ccccc1NC(=O)C1CC(=O)N(C2CCCCC2)C1 (stereo unspecified) was read as APJ antagonist 15, 697 NFkB inh 2, EBI2 block -2, CXCR6 inh -1, CCR6 antag -14, UBC13 polyUb 2, Gli-Sufu block 4 and Jurkat NFkB inh 1.
For Cn1c(=O)c2c(nc(NCc3ccco3)n2C)n(C)c1=O the results were APJ antagonist 16, 697 NFkB inh 6, EBI2 block 1, CXCR6 inh 0, CCR6 antag -7, UBC13 polyUb 0, Gli-Sufu block -2 and Jurkat NFkB inh -4.
Screening Cc1cccc(NC(=O)c2cc(NC(=O)C3CCCCC3C(=O)O)ccc2N2CCOCC2)c1 (stereo unspecified) returned APJ antagonist 15, 697 NFkB inh 3, EBI2 block -11, CXCR6 inh -1, CCR6 antag 3, UBC13 polyUb -2, Gli-Sufu block -4 and Jurkat NFkB inh 10.
`Cc1ccc(C(OC(=O)c2ccco2)C(=O)NC(C)(C)C)cc1` (stereo unspecified) gave APJ antagonist 12, 697 NFkB inh 2, EBI2 block -8, CXCR6 inh 3, CCR6 antag 15, UBC13 polyUb -1, Gli-Sufu block 1 and Jurkat NFkB inh -5.
For O=C(CSCc1ccccc1)Nc1ccc(S(=O)(=O)N2CCOCC2)cc1 the results were APJ antagonist 8, 697 NFkB inh 18, EBI2 block 3, CXCR6 inh 2, CCR6 antag -21, UBC13 polyUb -2, Gli-Sufu block 11 and Jurkat NFkB inh 3.
For CCOC(=O)Cn1nc(C)n(-c2ccc(F)cc2)c1=O the results were APJ antagonist -15, 697 NFkB inh -7, EBI2 block -12, CXCR6 inh -4, CCR6 antag 7, UBC13 polyUb -7, Gli-Sufu block 0 and Jurkat NFkB inh 0.
For CCO[C@H]1OC(C(=O)N2CCOCC2)=C[C@@H](c2ccc3c(c2)OCO3)[C@@H]1CCCO the results were APJ antagonist 1, 697 NFkB inh 22, EBI2 block -11, CXCR6 inh -8, CCR6 antag 0, UBC13 polyUb -5, Gli-Sufu block -2 and Jurkat NFkB inh 6.
Screening Cc1ccn2cc(C(=O)Nc3cccc(C(=O)NC4CC4)c3)nc2c1 returned APJ antagonist 0, 697 NFkB inh -58, EBI2 block -2, CXCR6 inh -10, CCR6 antag 1, UBC13 polyUb -6, Gli-Sufu block -32 and Jurkat NFkB inh -38.
Screening Cc1cc(NC(=O)Cc2cccs2)no1 returned APJ antagonist 0, 697 NFkB inh -20, EBI2 block -14, CXCR6 inh 11, CCR6 antag 22, UBC13 polyUb 8, Gli-Sufu block 2 and Jurkat NFkB inh -8.
Screening CS(=O)(=O)c1ccc2nc(NC(=O)Nc3cccc(Cl)c3)sc2c1 returned APJ antagonist -20, 697 NFkB inh -67, EBI2 block -6, CXCR6 inh 6, CCR6 antag 7, UBC13 polyUb 8 and Jurkat NFkB inh -44.

Entries listed so far containing a COOH group:
O=C1NC(C(=O)O)=CC(c2cccc(Cl)c2Cl)N1 (stereo unspecified) was read as APJ antagonist 0, 697 NFkB inh -11, EBI2 block 3, CXCR6 inh 6, CCR6 antag 8, UBC13 polyUb -14, Gli-Sufu block -2 and Jurkat NFkB inh -8.
Screening Cc1cccc(NC(=O)c2cc(NC(=O)C3CCCCC3C(=O)O)ccc2N2CCOCC2)c1 (stereo unspecified) returned APJ antagonist 15, 697 NFkB inh 3, EBI2 block -11, CXCR6 inh -1, CCR6 antag 3, UBC13 polyUb -2, Gli-Sufu block -4 and Jurkat NFkB inh 10.
